CHT PAM: allosterically activates the human high affinity choline transporter; B-score at 10 µM; actives 0.49% (n = 310,000); Q9GZV3; AID 488977; CHT-expressing cells, membrane potential dye, choline EC20; active compounds read high; LV-AA mutant CHT in HEK293 cells;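 active means initial fluorescence not abnormally high and integrated response B-score, plate-corrected, over 3 SD above library mean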
Target sequence (Q9GZV3 whole entry, looked up): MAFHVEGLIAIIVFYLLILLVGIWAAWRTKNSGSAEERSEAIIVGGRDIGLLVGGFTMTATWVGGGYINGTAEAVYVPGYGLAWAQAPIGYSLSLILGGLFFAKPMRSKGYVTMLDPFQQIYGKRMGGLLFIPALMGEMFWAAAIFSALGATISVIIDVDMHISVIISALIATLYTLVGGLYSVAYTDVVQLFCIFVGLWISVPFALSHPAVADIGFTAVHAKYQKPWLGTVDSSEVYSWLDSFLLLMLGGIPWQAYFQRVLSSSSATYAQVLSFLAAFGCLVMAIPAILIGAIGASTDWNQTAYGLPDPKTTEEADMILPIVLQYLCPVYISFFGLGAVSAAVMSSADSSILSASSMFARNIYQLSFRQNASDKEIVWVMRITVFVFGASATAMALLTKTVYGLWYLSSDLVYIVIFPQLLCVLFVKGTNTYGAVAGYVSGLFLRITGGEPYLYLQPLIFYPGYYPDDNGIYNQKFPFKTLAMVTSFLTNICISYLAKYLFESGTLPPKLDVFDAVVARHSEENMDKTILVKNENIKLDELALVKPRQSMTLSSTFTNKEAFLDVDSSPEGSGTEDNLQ
CHT inh: inhibits the human high affinity choline transporter | CHT-expressing cells, membrane potential dye, choline response; active compounds read low | B-score at 10 µM | actives 0.86% (n = 310,000);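 active means B-score over 3 SD under the library average, and starting fluorescence ratio not unusually high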;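 further: choline stimulus applied at its EC90 after an EC20 pre-addition; B-score computed on integrated fluorescence ratio after choline addition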
The depositor's hits bear a star; i = inactive.

The line under a structure holds: CHT PAM | CHT inh
- CC(C)c1ccc(NC(=O)C(c2ccccc2)N2CC(=O)Nc3ccccc32)cc1 (stereo unspecified)
→ i | i
- O=[N+]([O-])c1ccc(N2CCOCC2)cc1N1CCCCC1
→ i | i
- CCn1c2ccccc2c2cc(NC(=O)C(C)Oc3ccccc3)ccc21 (stereo unspecified)
→ i | i
- COc1cccc(NC(=O)COC(=O)CNS(=O)(=O)c2c(F)cccc2F)c1
→ i | i
- COCCn1c(SCc2ccc(F)cc2)nc2c1c(=O)[nH]c(=O)n2C
→ i | i
- CC12CCC(=O)N1C(C(=O)Nc1nc(-c3ccc(F)c(F)c3)cs1)CS2 (stereo unspecified)
→ i | i
- COC(=O)C1C(=O)c2c([nH]c(C(=O)OC3CCCCC3)c2C)CC1C (stereo unspecified)
→ i | i
- CCOC(=O)C1CCN(CCC(=O)Nc2ccc(Br)cc2)CC1
→ i | i
- CC(C)(C)c1ccc(C(=O)NCc2nnc(SCC(=O)NCC3CCCO3)o2)cc1 (stereo unspecified)
→ i | i
- CNC(=S)N(C1=NCC(c2ccc([N+](=O)[O-])cc2)S1)c1ccccc1 (stereo unspecified)
→ i | i
- C/C(CCC(C)C)=N\Nc1cc(C)c2ccccc2n1
→ 7.4* | i
- COc1ccc(CNC(=O)CS(=O)Cc2nc(-c3ccccc3C)oc2C)cc1 (stereo unspecified)
→ i | i
- Cc1ccc(S(=O)(=O)Nc2ccncc2)c(C)c1N(C)S(=O)(=O)c1ccc(F)cc1
→ i | i
- N#Cc1c(SCC(=O)O)nc(N2CCOCC2)c2c1CCCC2
→ i | i
- O=C(Nc1cccc(F)c1)C1CCN(C(=O)c2ccco2)CC1
→ i | i
- C/C(=N\NC(=O)CN1CCN(c2ccc(F)cc2)CC1)c1ccco1
→ i | i
- Cc1ccc(C(C)C)c(OCc2nn(CC(=O)c3ccc(OC(F)F)cc3)c3[n+]2CCCCC3)c1
→ 9.8* | i
- Cn1c(SCC(N)=O)nnc1C1CCN(C(=O)NC2CCCCC2)CC1
→ i | i
- CSC(=Nc1ccccc1)Nc1ccccc1
→ i | i
- O=C(NCCN1CCN(c2cccc(Cl)c2)CC1)Nc1ccccc1
→ i | i

Profiles, quoted from the list. Values in the order: CHT PAM	CHT inh
N#Cc1c(SCC(=O)O)nc(N2CCOCC2)c2c1CCCC2 in the list: i	i
CNC(=S)N(C1=NCC(c2ccc([N+](=O)[O-])cc2)S1)c1ccccc1 (stereo unspecified) in the list: i	i
C/C(=N\NC(=O)CN1CCN(c2ccc(F)cc2)CC1)c1ccco1 in the list: i	i
O=C(NCCN1CCN(c2cccc(Cl)c2)CC1)Nc1ccccc1 in the list: i	i

Three of the compounds above, with each value named:
SMILES: N#Cc1c(SCC(=O)O)nc(N2CCOCC2)c2c1CCCC2
  CHT PAM: i | CHT inh: i

SMILES: O=C(Nc1cccc(F)c1)C1CCN(C(=O)c2ccco2)CC1
  CHT PAM: i | CHT inh: i

SMILES: C/C(=N\NC(=O)CN1CCN(c2ccc(F)cc2)CC1)c1ccco1
  CHT PAM: i | CHT inh: i

The listing continues:
The line under a structure holds: CHT PAM | CHT inh
- Cc1nc2nc(C)c(CCC(=O)N3CCN(c4ccccn4)CC3)c(C)n2n1
→ i | i
- O=C(COC(=O)C1(c2ccc(F)cc2)CCCC1)NCc1ccco1
→ i | i
- CC1CN(c2ncc(/C=N/NC(=O)c3ccccc3O)s2)CC(C)O1 (stereo unspecified)
→ i | i
- O=C(NC(=S)N1CCN(c2ccccc2)CC1)c1c(F)cccc1F
→ i | i
- COc1ccc(C2=NS(=O)(=O)N(C)C(C(=O)N3CCCCC3C)=C2)cc1 (stereo unspecified)
→ i | i
- FC(F)(F)c1nnc2ccc(N3CCCCCC3)nn12
→ i | i
- COc1cc(CCC(=O)N2CC(C)OC(C)C2)cc(OC)c1OC (stereo unspecified)
→ i | i
- CCOC(=O)c1nc(C)n(-c2cc(Cl)cc(Cl)c2)n1
→ i | i
- Cc1ccc(NC(=O)c2cccc(N3C(=O)C4C5C=CC(C5)C4C3=O)c2)cc1C (stereo unspecified)
→ i | i
- COc1cc(C2NC(=S)NC(c3ccccc3)=C2C(C)=O)cc(Cl)c1OCC(=O)O (stereo unspecified)
→ i | i
- Cn1c(SCCOc2ccccc2Cl)nnc1-c1cccs1
→ i | i
- Cc1ccc2nc(SC(C)C(=O)NCc3ccco3)[nH]c2c1 (stereo unspecified)
→ i | i
- CCN=C(Nc1ccc2c(c1)OCO2)SC1CC(=O)N(c2ccc(OC)cc2)C1=O (stereo unspecified)
→ i | i
- N#C/C(C(=O)N1CCCC1)=C1/N=C(N)c2ccccc21
→ i | i
- CCOC(=O)CN1C(=O)N[C@@H](c2cccs2)C(C(=O)OC)=C1C
→ i | i
- CCc1cc2ccc(C)cc2nc1SCC(=O)Nc1cc(C)on1
→ i | i
- Cc1[nH]c2ccccc2c1CCN(Cc1cccnc1)C(=S)Nc1cccc(F)c1
→ i | i
- Cc1ccc(C)c(CSc2nnc([C@@H]3CCCN3)o2)c1
→ i | i
- CCc1c(C(C)S(=O)(=O)c2ccc(C)cc2)[nH]c(=O)n1-c1ccc(C)cc1 (stereo unspecified)
→ i | i
- COc1ccc(NC(=O)Nc2ccc(C(=O)N3CCOCC3)cc2)cc1OC
→ i | i

By substructure: those above containing a cyano group
The line under a structure holds: CHT PAM | CHT inh
- N#Cc1c(SCC(=O)O)nc(N2CCOCC2)c2c1CCCC2
→ i | i
- N#C/C(C(=O)N1CCCC1)=C1/N=C(N)c2ccccc21
→ i | i

Other compounds
The line under a structure holds: CHT PAM | CHT inh
- Cc1cc(=O)oc2c(CN(CC(C)C)CC(C)C)c(O)ccc12
→ i | i
- CC(C)Cc1nnc(NC(=O)CCC(=O)N2CCCCC2)s1
→ i | i
- O=C(CNc1ccccc1)N/N=C/c1c(O)ccc2ccccc12
→ i | i
- S=C(NCc1cccnc1)Nc1ccc(Cl)cc1Cl
→ i | i
- O=C(Nc1ccccc1N1CCOCC1)c1cccc(NS(=O)(=O)c2ccc(F)c(F)c2)c1
→ i | -5.5*
- O=C(NCc1cn2ccsc2n1)Nc1ccc(Cl)cc1
→ i | i
- Cc1ccc(N(C(=O)CNC(=O)c2ccco2)C(C(=O)NC2CCCC2)c2cccnc2)cc1C (stereo unspecified)
→ i | i
- NC(=O)c1nsc(C(=O)N(c2ccccc2)C(C(=O)NCC2CCCO2)c2cccs2)c1N (stereo unspecified)
→ i | i
- CSc1ccc(C(=O)NCC(=O)O)cc1[N+](=O)[O-]
→ i | i
- CCn1c(N2CCN(S(=O)(=O)CC)CC2)nc2ccccc21
→ i | i
- CS(=O)(=O)c1ccc(Cl)c(NC(=O)C2CC(=O)N(Cc3ccco3)C2)c1 (stereo unspecified)
→ i | i
- Cc1cc(O)c(/C=N/Nc2ccccc2Cl)c(=O)o1
→ i | i
- CCOC(=O)CSc1nc(N)c(C#N)cc1C#N
→ i | i
- NC(=O)CSc1nnnn1-c1ccccc1Cl
→ i | i
- Cc1cc(C(=O)NCc2ccc3c(c2)OCO3)ccc1[N+](=O)[O-]
→ i | i
- COc1ccc(C(=O)NC(=S)NCCc2ccccc2)cc1
→ i | i
- COc1ccccc1N1CCN(C(=O)c2cccc3c(=O)c(C)c(-c4ccccc4)oc23)CC1
→ i | i
- Cc1noc(C)c1COc1ccc(CC(=O)NCCc2ccccn2)cc1
→ i | i
- CC(C)Nc1nc(NC(N)=S)nc(NC(C)C)n1
→ i | i
- CCOC(=O)N1CCC(NC(=O)C2CCCCN2S(=O)(=O)c2ccc(F)cc2)CC1 (stereo unspecified)
→ i | i
- CC(C)Oc1ccc(C(=O)Nc2ccccc2N2CCCC2)cc1
→ i | i
- OCCN=C1CCCc2c1[nH]c1ccc(Br)cc21
→ i | i
- Cc1cccc(C(=O)Nc2cc(OCc3cccc(F)c3)c(Cl)cc2Cl)c1
→ i | i
- CCNc1nc(N2CCOCC2)nc(N(c2ccccc2)c2ccccc2)n1
→ i | i
- COCCN(C(=O)Nc1ccc(F)cc1F)c1nc2ccccc2s1
→ i | i
- Cc1cccc(-n2c(SCC(=O)N(C)C3CCS(=O)(=O)C3)nc3ccccc3c2=O)c1C (stereo unspecified)
→ i | i
- CCOc1ccccc1NC(=S)NC1CC2CCC1C2 (stereo unspecified)
→ i | i
- Cc1ccc(Nc2nnc(SCc3nc4ccccc4c(=O)[nH]3)s2)cc1
→ i | i
- COc1ccc2c(c1)C=C(CN1CCN(Cc3ccccc3C)C(CCO)C1)CO2 (stereo unspecified)
→ i | i
- Cc1nc2[nH]onc2c2nccc(=O)c12
→ i | i
- CCOC(=O)CCCn1nc(C)n2c(cc3sccc32)c1=O
→ i | i
- Cc1ccc(NC(=O)CCC(=O)N/N=C/c2coc3ccc(F)cc3c2=O)cc1
→ i | i
- N#Cc1ccc(CSc2nc(N)cc(N)n2)cc1
→ i | i
- CN1CCN(CCNC(=O)Nc2ccc(Cl)cc2)CC1
→ i | i
- C/C(N)=C(/C#N)C(=O)CSc1nc2ccccc2c(=O)n1Cc1ccc(C)cc1
→ i | i
- COC(=O)C1=C(C)NC2=C(C(=O)CC(C)(C)C2)C1c1ccsc1 (stereo unspecified)
→ i | i
- COc1cc(C)ccc1OCCOCCN(C)Cc1ccccc1
→ i | i
- Cc1ccc(NC(=O)N2C(=O)C3(OCCO3)c3ccccc32)cc1
→ i | i
- Cc1c(OCC(=O)N2CCC(C(N)=O)CC2)ccc2c3c(c(=O)oc12)CCCC3
→ i | i
- O=C(O)c1ccc(N2C(=O)/C(=C\c3ccccc3)N=C2c2ccccc2)cc1
→ i | i
- COCCn1c(SCC(=O)Nc2cc(C)on2)nc2ccccc21
→ i | i
- COc1ccccc1N1CCN(S(=O)(=O)CCNC(=O)C2CC(=O)N(c3ccccc3)C2)CC1 (stereo unspecified)
→ i | i
- Cc1nc(SCC(=O)NCC2CCCO2)c2c3c(sc2n1)CCC3 (stereo unspecified)
→ i | i
- CCN1C(=O)[C@H]2[C@@H](c3ccc(Cl)cc3)N3C(=O)CN(CC4CC4)C(=O)[C@@]3(C)[C@H]2C1=O
→ i | i
- COc1ccc(C(=O)NC(=S)NCc2ccccc2)cc1OC
→ i | i
- COc1ccc(CN2CCNC(=O)C2CC(=O)NCc2cnn(C)c2)cc1OC (stereo unspecified)
→ i | i
- CC(C)C(C)NC(=O)COc1ccc(-c2ccccc2)cc1 (stereo unspecified)
→ i | i
- COc1ccccc1CNC(=O)C1CC(c2ccc([N+](=O)[O-])cc2)=NO1 (stereo unspecified)
→ i | i
- O=C(CN(CC1CCCO1)C(=O)CNS(=O)(=O)c1ccc(F)cc1)NCc1ccc(F)cc1 (stereo unspecified)
→ i | i
- COc1ccc(Cn2nnnc2C(c2cc(OC)ccc2OC)N2CCC(C(N)=O)CC2)cc1 (stereo unspecified)
→ i | i
- O=C1c2ccccc2C(=O)N1CCSc1n[nH]c(=S)s1
→ i | i
- COCCOC(=O)c1cc(C(=O)c2cc(F)ccc2O)coc1=N
→ i | i
- CCOC(=O)C1=C(c2ccccc2)NC(SC)=C(C#N)C1c1cccnc1 (stereo unspecified)
→ i | i
- O=C(Nc1ccc(S(=O)(=O)N2CCOCC2)cc1)c1cc(S(=O)(=O)N2CCOCC2)ccc1Cl
→ i | i
- Cc1ccccc1-c1nc(CS(=O)(=O)CC(=O)NCc2ccco2)c(C)o1
→ i | i
- CCCC(c1nnnn1CCOC)N(Cc1cc2cc(C)c(C)cc2[nH]c1=O)CC1CCCO1 (stereo unspecified)
→ i | i
- Cc1csc(NC(=O)CS(=O)(=O)c2ccccc2)n1
→ i | i
- O=C(NCc1cccnc1)C1CC2c3ccccc3C1c1ccccc12 (stereo unspecified)
→ i | i
- O=C(O)c1ccc(/C=C/c2nc3ccccc3c(=O)[nH]2)cc1
→ i | i
- O=C(O/N=C1/CCSc2ccccc21)c1ccc(F)cc1
→ i | i

Continued:
compound	CHT PAM	CHT inh
CC1CCN(c2nncc3ccccc23)CC1	i	i
COc1ccc(C(=O)COC(=O)CNC(=O)c2cccc(OC(F)F)c2)cc1	i	i
COc1ccccc1NS(=O)(=O)c1cc(NC(=O)c2cc3ccccc3oc2=O)ccc1C	i	i
Cc1nc2ccccc2c2c1C(=O)N(C1CCCCCCC1)C2=O	i	i
O=C(c1cccc(S(=O)(=O)N2CCN(c3ccccc3)CC2)c1)N1CCCC(C(F)(F)F)C1 (stereo unspecified)	i	i
CCOC(=O)c1c(NC(=O)CC2SC(N)=NC2=O)sc2c1CCC(C)C2 (stereo unspecified)	i	i
Cc1cc(C)cc(NS(=O)(=O)c2cccs2)c1	i	i
Cc1ccc(CSc2nc(N)cc(N)n2)cc1	i	i
C=CCc1cc(Cl)ccc1OCCN(C)C	i	i
CC1=NNC(=O)C1Cc1ccc(F)cc1 (stereo unspecified)	i	i
CC(CC(=O)Nc1nnc(C(C)(C)C)s1)c1ccccc1 (stereo unspecified)	i	i
CCOC(=O)N1CCC(=NNc2nc(C)cc(=O)[nH]2)CC1	i	i
CN1CC=C2C(C#N)=C(N)C(C#N)(C#N)[C@H](c3ccoc3)[C@H]2C1	i	i
CC(Oc1ccccc1)C(=O)NNS(=O)(=O)c1ccc([N+](=O)[O-])cc1 (stereo unspecified)	i	i
CC(C)(C)NC(=O)C1Cc2ccccc2CN1C(=O)Nc1ccccc1Cl (stereo unspecified)	i	i
C#CCOCCOCCOCCNc1nc(N2CCOCC2)nc(N2CCN(C(=O)[C@H](Cc3cc4ccccc4[nH]3)n3cc([C@@H](N)C(C)CC)nn3)CC2)n1 (stereo partly specified)	i	i
O=C(NCCc1c[nH]c2ccccc12)c1c(Cl)nc2sccn12	i	i
O=C(NN1CCN(Cc2ccccc2Cl)CC1)c1ccc(Cl)cc1	i	i
CC(=O)Nc1ccc(S(=O)(=O)NC2CC(=O)N(c3ccc(C)cc3)C2)cc1 (stereo unspecified)	i	i
Cc1ccccc1NC(=O)C1C2CCCC1C2c1ccccc1 (stereo unspecified)	i	i
COc1cc(C(=O)NCCC(=O)NCc2ccc3c(c2)OCO3)cc(OC)c1OC	i	i
O=C1CC(Sc2nnc(-c3ccccc3O)o2)C(=O)N1c1ccccc1 (stereo unspecified)	i	i

Bioassay records: PubChem BioAssay, Johns Hopkins Ion Channel Center
